# p97 inhibitor: inhibitors of human p97 ATPase. recombinant p97 ATPase, Kinase-Glo ATP luminescence, 3 h. inhibition, % at 8 µM. 220,000 compounds, 0.42% hits; in the data active = inhibition above about 15%;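 also: 0% = DMSO vehicle and 100% = wells lacking enzyme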
# Furin inhibitor: human furin inhibition; 220,000 compounds, 0.061% hits; AID 463115; inhibition, % at 30 µM; P09958; purified furin, fluorogenic substrate cleavage; in the data active = inhibition above about 25%; also: inactives centre near -15
# thrombin 1536: thrombin (human) inhibition | alpha-thrombin, Boc-VPR-AMC fluorogenic substrate cleavage | inhibition, % at 5 µM | 220,000 compounds, 0.26% hits | AID 1046;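 active = inhibition at or above 40%; inactive = inhibition below 40%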;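 also: 0% = enzyme with no compound and 100% = wells without enzyme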
#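 signal = AMC fluorescence, 355/460 nm | material = human alpha-thrombin enzyme | control set = enzyme without compound as high, wells lacking enzyme as low | times = reaction at room temperature | read-out basis = percent inhibition scaled between no-compound controls and no-enzyme blanks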
# FXIIa inh: blocks human coagulation factor XIIa protease activity; P00748; purified FXIIa, Boc-QGR-AMC fluorogenic substrate, 2 h; inhibition, % at 5 µM; 220,000 compounds, 0.3% hits; AID 800; in the data active = inhibition above about 40%;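 also: 0% = enzyme with no compound and 100% = blank without enzyme; many of its hits are not listed in these tables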
# FXIa inh: blocks human coagulation factor XIa protease activity; purified FXIa, Boc-Glu-Ala-Arg-AMC fluorogenic substrate; inhibition, % at 5 µM; AID 798; 220,000 compounds, 0.14% hits;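 active = inhibition of at least 40%; inactive = inhibition below 40%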;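 also: fluorescence of freed AMC excited at 355 nm; 0% = enzyme without compound and 100% = no enzyme blank; many of its hits are not listed in these tables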
# KCC2 mod: modulates chloride dependent transport by human KCC2 | Q9H2X9 | KCC2 cells, thallium flux FluoZin-2 fluorescence | B-score of Tl+ flux slope (higher = more flux/activation; lower = inhibition) at 10 µM | 190,000 compounds, 2.2% hits | AID 1456;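 active = thallium flux slope and its plate-corrected score both differing from the plate sample mean at a set confidence after two filtering rounds, in either direction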;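 also: slope of fluorescence scaled to starting intensity during 10 to 20 s after thallium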
# Target sequence (Q9H2X9 whole entry, looked up): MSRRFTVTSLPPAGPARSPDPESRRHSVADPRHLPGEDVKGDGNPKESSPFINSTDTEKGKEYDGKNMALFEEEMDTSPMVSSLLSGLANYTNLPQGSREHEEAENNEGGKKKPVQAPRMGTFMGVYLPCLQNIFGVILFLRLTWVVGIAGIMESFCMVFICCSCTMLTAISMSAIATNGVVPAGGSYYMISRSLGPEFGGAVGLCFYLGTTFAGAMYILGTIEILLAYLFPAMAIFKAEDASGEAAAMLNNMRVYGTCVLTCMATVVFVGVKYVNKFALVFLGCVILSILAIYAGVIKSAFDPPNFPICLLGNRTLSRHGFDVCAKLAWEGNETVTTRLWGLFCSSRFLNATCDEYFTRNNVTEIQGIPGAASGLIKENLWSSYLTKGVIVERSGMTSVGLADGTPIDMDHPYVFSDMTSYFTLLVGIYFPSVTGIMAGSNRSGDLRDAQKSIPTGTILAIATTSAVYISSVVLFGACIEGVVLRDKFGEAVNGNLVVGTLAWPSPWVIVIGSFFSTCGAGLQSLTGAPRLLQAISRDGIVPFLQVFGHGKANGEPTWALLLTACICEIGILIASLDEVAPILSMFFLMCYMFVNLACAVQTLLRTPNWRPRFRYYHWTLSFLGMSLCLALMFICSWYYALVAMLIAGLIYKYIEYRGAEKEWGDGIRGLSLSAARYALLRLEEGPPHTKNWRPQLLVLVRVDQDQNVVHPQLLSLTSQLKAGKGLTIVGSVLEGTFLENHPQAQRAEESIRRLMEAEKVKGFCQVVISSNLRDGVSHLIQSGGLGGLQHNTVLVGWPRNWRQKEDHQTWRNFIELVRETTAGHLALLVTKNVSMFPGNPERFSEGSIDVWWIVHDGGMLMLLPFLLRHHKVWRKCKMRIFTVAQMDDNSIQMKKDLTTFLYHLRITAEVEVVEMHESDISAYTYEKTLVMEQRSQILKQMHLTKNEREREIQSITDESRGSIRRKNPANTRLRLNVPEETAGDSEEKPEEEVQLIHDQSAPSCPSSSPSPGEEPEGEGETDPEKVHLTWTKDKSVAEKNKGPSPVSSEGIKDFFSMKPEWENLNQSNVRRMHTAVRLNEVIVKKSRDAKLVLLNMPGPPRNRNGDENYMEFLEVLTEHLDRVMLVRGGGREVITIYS
# PERK inhibitor: human PERK inhibition, primary cell-based screen; 220,000 compounds, 0.17% hits; AID 1416; CHO PERK-DD fusion, SEAP luminescence translation reporter; Q9NZJ5; inhibition, % at 5.6 µM;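 active = inhibition above the mean inhibition of all tested compounds plus 3 SD, set separately per screening campaign, cut at about 2.9% in these data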;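 also: PERK kinase domain activated by AP20187 dimerizer at 100 nM; 0% = DMSO with dimerizer and 100% = rapamycin at 8.4 µM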
# Wee1 stabilizer: inhibitors of human Wee1 degradation; P30291; HeLa Luc-Wee1K328M stability, luciferase luminescence; 100% = proteasome inhibitor MG132 effect; reporter increase, % at 5 µM; 220,000 compounds, 1.2% hits; AID 1321;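 active = activation above the mean of all tested compounds plus 3 SD, set per screening run, cut at about 8.8% in these data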;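 also: cells exposed to compound for 20 h before luminescence read; 0% = DMSO alone and 100% = MG132 at 30 µM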
# hK5 inh: kallikrein 5 (human) inhibition | 210,000 compounds, 0.59% hits | inhibition, % at 5 µM | recombinant hK5, fluorogenic AMC substrate cleavage | AID 873 | Q9Y337;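 active = inhibition of 40% or more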;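 also: 0% = enzyme controls without compound and 100% = no-enzyme blanks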
# * marks the source's active call; other numbers are inactive results; nt = not tested or not shown; [ ] = dose if it differs, or a comment.
SMILES,p97 inhibitor,Furin inhibitor,thrombin 1536,FXIIa inh,FXIa inh,KCC2 mod,PERK inhibitor,Wee1 stabilizer,hK5 inh
CC(C(=O)Nc1ccccc1)N1C(=O)c2ccccc2C1=O (stereo unspecified),1,-30,5,9,1,-0.81,0.3,0,3
CC12CC3CC(C)(C1)CC(CN)(C3)C2,0,-20[20 µM],-1,3,1,0.016,0.7,-1,1
COC(=O)c1ccccc1NC(=O)CSc1ncn[nH]1,9,-22,-4,1,0,0.057,1.9,-3,0
Cc1nc2cc(S(=O)(=O)C(F)(F)F)ccc2s1,1,-24,26,18,10,0.14,1.1,-3,31
CCC1(CC)C(=O)C(C)(C)C(=O)OC1c1cccs1 (stereo unspecified),-9,16[20 µM],-1,17,0,0.31,0.5,-2,-11
Fc1cc(F)c(F)c(SCCc2ccncc2)c1F,5,-17[20 µM],0,9,-3,-3.5,0.1,-1,-4
COC(=O)CC1SC(=O)NC1=Nc1ccc(C)cc1 (stereo unspecified),1,-26,-4,-4,2,1.1,-0.3,3,8
CC1(C)CC(=O)C2=C(C1)N(c1ccc(F)cc1)C(=O)CC2c1ccsc1 (stereo unspecified),-13,-6,-3,10,1,-0.98,-0.3,2,-19
O=C(Nc1ccccc1)N(CCCN1CCOCC1)Cc1cccs1,-3,-32,-9,10,-1,nt,0.2,0,-18
C/C(CC(=O)Nc1ccc(Cl)cc1Cl)=N\NC(=O)c1cnccn1,6,-28,-2,9,4,0.0012,0.9,2,4
COc1ccccc1S(=O)(=O)Cc1ccc(C(=O)NCCN(C)C)o1,2,-32,nt,nt,nt,-1.8,2.0,-2,nt
O=C(c1ccc(F)cc1)n1c(=S)nc2ccccn21,-2,-5,-8,1,-14,0.51,-0.4,3,16
COc1cc(/C=N/S(=O)(=O)CCc2ccccc2)ccc1O,2,-18,-11,3,1,0.024,0.9,8,-11
COc1ccc(NC(=O)c2ccc(-n3cccn3)nc2)cc1,4,-19[20 µM],-4,5,-4,0.51,2.9,0,-19
O=C(COC(=O)c1cccc2ccccc12)Nc1ncc(C(F)(F)F)cc1Cl,-1,-24[20 µM],-2,11,0,nt,1.4,-3,2

# 5 entries from above, sorted by the number in Furin inhibitor, lowest first.
canonical_smiles	Furin inhibitor
COc1ccccc1S(=O)(=O)Cc1ccc(C(=O)NCCN(C)C)o1	-32
CC(C(=O)Nc1ccccc1)N1C(=O)c2ccccc2C1=O (stereo unspecified)	-30
C/C(CC(=O)Nc1ccc(Cl)cc1Cl)=N\NC(=O)c1cnccn1	-28
Cc1nc2cc(S(=O)(=O)C(F)(F)F)ccc2s1	-24
CC1(C)CC(=O)C2=C(C1)N(c1ccc(F)cc1)C(=O)CC2c1ccsc1 (stereo unspecified)	-6

# Carrying on.
SMILES,p97 inhibitor,Furin inhibitor,thrombin 1536,FXIIa inh,FXIa inh,KCC2 mod,PERK inhibitor,Wee1 stabilizer,hK5 inh
Cc1cc(Nc2ccccc2)n(CCO)n1,3,-14[20 µM],10,14,7,0.77,1.1,0,-3
COc1cc(/C=C(/Sc2nnc(-c3ccc(F)cc3)o2)C(=O)O)ccc1OC(F)F,8,-26,nt,7,10,-0.76,0.2,2,0
O=C(NC1CCCC1)c1ccc(COCC(F)(F)C(F)F)o1,-1,-13[20 µM],-9,0,-4,0.61,0.3,1,-16
O=C(CCc1nc2ccccc2s1)OCc1ccccc1F,-2,-2,-16,13,1,-0.41,-0.5,2,9
O=C(/C=C/c1cccc(Cl)c1)Nn1c(-c2cccs2)nc2ccccc2c1=O,5,-20,-9,-1,-7,-0.9,0.3,5,-7
OCCC1CN(Cc2nc(-c3ccccc3)cs2)CCN1Cc1ccc(F)cc1 (stereo unspecified),-2,-38,2,10,-1,-0.49,0.5,0,nt
CS(=O)(=O)N(CCc1ccccc1)CC(=O)NCc1ccc(Cl)cc1,0,-26,-3,11,6,-1.3,1.7,0,nt
FC(F)(F)c1cccc(NC(=S)NNC(=S)NCc2ccccc2)c1,4,-12[20 µM],32,20,11,1.7,0.5,0,-140
Cc1ccc(S(=O)(=O)NCc2c(-c3ccccc3)noc2C)cc1,-11,-12,-10,2,-8,-1.4,-0.6,-2,-7
Cc1cc(C)n(CC(=O)Nc2ccc([N+](=O)[O-])cc2)n1,-1,-12,-1,9,-6,0.0056,-0.5,3,0
COc1ccccc1NC(=O)CCC(=O)OCc1ccc(Cl)cc1,2,-21,-3,5,1,-1.4,0.1,0,0
NC(=S)Nc1cccc2[nH]ccc12,5,-18,-7,3,-2,0.12,-0.8,-1,-4
O=C(O)c1cc(N/N=C/c2ccc(N3CCOCC3)cc2)ccc1Cl,5,-7,-4,7,-1,0.078,-0.1,-1,-1
FC(F)(F)c1cnc(C(c2ccccc2)c2ncn[nH]2)c(Cl)c1 (stereo unspecified),1,-18,-4,2,-7,0.11,0.0,9,-11
N=c1c2c(n(Cc3cccc(Cl)c3)c3c1CCC3)CCCC2,-5,-19[20 µM],4,25,19,0.75,-0.1,0,-11
CONc1nc(NC(C)(C)C)nc(OCC#N)n1,3,-26,1,13,3,0.28,1.3,3,27
O=C(O)c1cccc(S(=O)(=O)NCCc2ccccc2)c1,-3,-21,4,4,0,0.83,0.9,4,-11
COc1cc2nc(Cl)nc(N3CCOCC3)c2cc1OC,2,-29,5,7,-5,-0.054,-0.7,-2,-15
O=c1c(Cc2ccc(F)cc2)c(O)ccn1C1CC1,-3,-26[20 µM],-6,19,6,-0.013,-0.6,6,-12
COc1ccc(CC(=O)Nc2ccc(N3CCOCC3)cc2)cc1S(=O)(=O)N1CCOCC1,7,-23,1,6,0,-0.0092,1.2,4,7
CC1=C(C#N)c2nc(N)c(C#N)c(C)c2/C1=C\c1ccc(OCC(=O)O)c(Cl)c1,5,0,-9,2,-9,1.1,0.4,2,-6
O=C(Nc1nc2ccccc2[nH]1)c1ccccc1[N+](=O)[O-],10,-5,nt,6,5,0.086,-0.4,8,-4
Cc1cc(OCC(=O)O/N=C(\N)Cc2cccs2)ccc1Br,0,-33[20 µM],4,16,3,nt,1.4,1,1
CC(C)C(NC(=O)C1CCCCC1)C(=O)Nc1ccccn1 (stereo unspecified),5,-9,0,15,3,nt,0.6,0,16
CCCN1CCC(=O)N([C@H](CSc2ccc(C)cc2)Cc2ccccc2)CC1,nt,-20,2,12,1,-1.1,nt,nt,1
O=C(CCn1c(=O)c2ccccc2n(Cc2ccccc2)c1=O)NC1CCN(Cc2ccccc2)CC1,3,-24,-1,8,0,-0.12,0.4,-2,5
CCc1nnc(NC(=O)/C=C/c2ccc(C)o2)s1,3,2,-4,5,-3,1.5,0.2,-2,-20
O=C1c2ccccc2C(Nc2ccc(Cl)cn2)N1c1ccccn1 (stereo unspecified),-3,-13,-2,15,7,-0.43,0.6,-3,-4
CCOC(=O)c1csc(NNC=O)n1,-2,-9,-3,3,-3,2,0.8,-2,-6
C=CCNS(=O)(=O)c1ccc(OC)c(C)c1,3,-31[20 µM],-3,12,7,0.46,0.8,-1,1

# Fetched by compound from the list above (2):
SMILES,p97 inhibitor,Furin inhibitor,thrombin 1536,FXIIa inh,FXIa inh,KCC2 mod,PERK inhibitor,Wee1 stabilizer,hK5 inh
O=C(Nc1nc2ccccc2[nH]1)c1ccccc1[N+](=O)[O-],10,-5,nt,6,5,0.086,-0.4,8,-4
COc1ccc(CC(=O)Nc2ccc(N3CCOCC3)cc2)cc1S(=O)(=O)N1CCOCC1,7,-23,1,6,0,-0.0092,1.2,4,7

# Other records
SMILES,p97 inhibitor,Furin inhibitor,thrombin 1536,FXIIa inh,FXIa inh,KCC2 mod,PERK inhibitor,Wee1 stabilizer,hK5 inh
COC(=O)Cn1c(=NC(=O)c2ccc(OC)cc2)sc2cc(OC)ccc21,2,-19,2,-10,5,0.71,0.1,3,-26
CCOc1ccc(C(=S)N2CCCC2)cc1,-2,0[20 µM],9,11,19,0.45,0.6,1,10
O=C(C1CCN(C2CC(=O)N(c3cccc(Cl)c3)C2=O)CC1)N1CCCCCC1 (stereo unspecified),-3,-17[20 µM],2,16,-2,0.089,1.9,-2,-11
N#Cc1ccc(CSc2nnc(-c3cccnc3)n2-c2ccccc2)cc1,1,-16,6,3,7,0.12,0.0,-2,-19
S=C1NCN(C2CCCCC2)CN1Cc1ccccc1,0,-9,-4,3,1,-0.0046,1.1,3,-12
Cc1ccc(CSc2nnc(-c3ccncc3)n2N)cc1,10,-10,-10,0,2,0.58,1.6,4,-2
CN(CC(=O)NCc1ccncc1)S(=O)(=O)c1ccc(Cl)cc1,2,-11,-9,5,-3,1.2,1.0,0,-2
COc1ccc(NC(=O)CSc2nccn2-c2ccccc2)c(OC)c1,4,-20,-8,7,2,-0.093,0.2,-1,3
O=C(CN1CCN(Cc2ccccc2Cl)CC1)N/N=C/c1ccco1,7,-20,-16,2,0,0.95,-0.9,-2,1
CCOC(=O)C1(CC2CCCCO2)CCN(S(=O)(=O)c2ccc(C)s2)CC1 (stereo unspecified),-3,-6,-3,4,-1,-1.2,-1.0,0,3
Cn1c2c(c(O)c(-c3ccccc3)c1=O)C(=O)CC(C)(C)C2,1,-21,-15,4,-2,-0.017,0.4,-4,-23
COc1ccc([C@@]2(O)c3c(ccc(CC=C(C)C)c3O)NC(=O)[C@@H]2OC)cc1,nt,-30,6,10,2,-0.61,nt,nt,3
O=C(CN(C1CCCCC1)S(=O)(=O)c1ccc(Cl)cc1)NCc1ccncc1,-6,-24,-2,-4,-9,-1.2,-0.2,1,0
C=C(C)CSc1nc(N)c2c3c(sc2n1)CCC3,4,9,0,12,0,0.31,0.7,3,0
COc1ccccc1N1CCN(C(=O)COc2cc(C)ccc2C)CC1,4,-11,2,28,21,-0.89,1.1,2,-20
CCN(CC)CCOC(=O)c1c(C)oc2ccc(OC)cc12,5,0,0,11,6,0.13,-0.5,0,-3
Cc1cc(C)cc(OCC(=O)OCC(=O)NCCC2=CCCCC2)c1,1,-11,-3,5,9,-0.24,1.2,1,-8
CS(=O)(=O)N(CC(=O)Nc1ccccc1C(=O)N1CCCC1)c1ccc2c(c1)OCO2,1,-21,5,24,-4,0.57,1.9,2,-9
Cc1occc1C(=O)N/N=C/c1cccnc1,-2,-15[20 µM],1,14,-1,0.54,0.2,2,-7
CCOC(=O)/C=C1\SCC(=O)N1CC(=O)Nc1cccc(F)c1,5,-19,-2,4,2,1,0.3,2,nt
O=C(Nc1ccc2c(c1)CCC2)c1cccc(F)c1,-1,-4,-10,4,2,-1.1,0.0,-1,-15
N#Cc1nc(-c2ccccc2F)oc1NCc1cccc2c1OCO2,-6,-23[20 µM],-5,2,-6,-1.2,-0.3,-1,2
O=C(O)c1cccc(-c2nc3ccccc3[nH]2)c1,0,-8,-13,4,-3,0.14,0.2,-4,6
C=CCNC(=O)c1cccc(NS(=O)(=O)c2ccc(Cl)cc2)c1,-2,-22,3,6,-2,0.88,2.0,1,nt
CCCS(=O)(=O)N1CCN(c2cc3c(cc2[N+](=O)[O-])n(C)c(=O)n3C)CC1,-2,3,-1,14,9,0.52,0.5,-2,nt
CCC(C)NC(=O)c1ccccc1NC(=O)COc1ccc(OC)cc1 (stereo unspecified),0,-22[20 µM],3,10,1,-0.58,-2.1,3,9
Cn1c(=O)c2c(SCC(=O)N3CCCc4ccccc43)nc(CC(C)(C)C)nc2n(C)c1=O,-2,-10,0,16,6,nt,-0.1,-1,-8
O=C1CSC(=NC2CCCCC2)N1,6,-18,-1,14,5,0.18,0.1,-2,-12
O=C1CCC(CCC(=O)N2CCCC(C(=O)c3cccc(C(F)(F)F)c3)C2)=NN1 (stereo unspecified),-2,-31,-5,6,-4,0.01,1.3,0,nt
Cc1ccc(Nc2nc(=O)c3cccnc3s2)c(Br)c1,-3,-7,-6,8,-1,29*,0.2,-1,-1
COc1ccc(/C=N/Nc2ccccn2)c(OC)c1OC,1,-20,4,13,9,0.32,0.0,0,4

# High-throughput results from PubChem BioAssay.
